Phagocyt inh = inhibitors of macrophage phagocytosis, primary screen, imaging, J774A.1 cells, IgG beads | 0.07% of 110,000 active | J774A.1 macrophage IgG-bead phagocytosis | inhibition, % at 5 µM;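 active = inhibition above the mean of the plate negative controls plus 5 SD, cut at about 13% in these data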;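 note: phagocytic index as fraction of beads internalized from green versus red external bead signal; plate controls were DMSO negative control for no effect and cytochalasin-D positive control for full effect; some results beyond the cut were filed as inactive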
Measles CPE = compounds protecting cells from measles virus cytopathic effect, primary screen, measles RdRp inhibitor project, single point, MLSMR library, absorbance | Measles virus-infected cells, CPE protection | protection (pct of control), % at 4 µM | 1.5% of 140,000 active; in the data active = protection mostly above about 24%, no sharp cut-off; inactive = mostly below about 26%; note: some compounds called inactive have numbers as strong as hits
Yeast growth inh = growth inhibitors of yeast BB579 in restrictive medium, primary screen, yeast lifespan-shortening project, S. cerevisiae; inhibition, % at 10 µM; OD615, 48 h; 0.51% of 140,000 active;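 active = inhibition above a set limit, 3 SD over the mean compound inhibition, cut at about 44% in these data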; note: inactives centre near -24
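test system = yeast BB579 (DeaD) | buffer or medium = restrictive CSMM-D medium | doses = single compound dose of 10 µM, 0.25% DMSO final | times = 4 h preincubation and 48 h exposure at 30 °C | technique = culture absorbance at 615 nm | benchmarks = amphotericin B 10 µg/mL, positive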
HCT116 bCat-KO = primary screen for growth suppressors in beta-catenin knockout HCT116 cells (colon tumor, human); HCT116 beta-catenin knockout viability, CellTiter-Glo, 60 h; active compounds read low; viability, % at 10 µM; 1.5% of 140,000 active;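 active = viability at or under a set limit, the compound median less 4 SD, cut at about 6% in these data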;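 note: 0% = Hyamine 1622 control at 20 µM and 100% = untreated cell control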
GALR2 antag = GALR2 antagonists in receptor-expressing cells, primary screen; Galanin receptor type 2 (Homo sapiens), O43603; inhibition, % at 4 µM; 0.39% of 140,000 active; antagonist mode; in the data active = inhibition above about 27%;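 note: cells stimulated with galanin 1-16 at roughly its EC80; 0% = agonist challenge control and 100% = basal control without agonist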
Target sequence (O43603 whole entry, looked up): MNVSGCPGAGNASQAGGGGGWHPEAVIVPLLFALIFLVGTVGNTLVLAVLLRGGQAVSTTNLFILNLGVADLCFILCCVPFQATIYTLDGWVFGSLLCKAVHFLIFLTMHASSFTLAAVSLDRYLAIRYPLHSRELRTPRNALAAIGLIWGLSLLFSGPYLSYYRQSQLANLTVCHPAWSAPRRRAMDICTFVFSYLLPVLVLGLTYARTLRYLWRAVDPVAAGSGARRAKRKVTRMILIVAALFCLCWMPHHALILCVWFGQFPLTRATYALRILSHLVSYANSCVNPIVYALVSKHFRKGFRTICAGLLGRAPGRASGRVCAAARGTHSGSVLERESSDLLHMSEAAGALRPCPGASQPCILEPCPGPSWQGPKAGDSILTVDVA
PTEN del growth = growth suppression of PTEN-null HCT116, primary screen, cell-based, CellTiter-Glo; viability, % at 10 µM; 1.2% of 140,000 active; HCT116 PTEN-null viability, 60 h; active compounds read low;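 active = viability at or below a set limit, 4 SD under the median of all tested compounds, cut at about 3.7% in these data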;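 note: PTEN knockout HCT116 line with beta catenin targeted HCT116 as companion control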
MRP1 act = H69AR viability gain despite doxorubicin, primary screen, MRP-1 activator project, H69AR cells, CellTiter-Glo. 0.61% of 140,000 active. viability increase, % at 10 µM. viability rescue;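 active = viability gain under doxorubicin at or above a set limit, the compound median plus 3 SD, cut at about 4.7% in these data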;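 note: MRP-1 overexpressing cells given doxorubicin 25 µM after compound pretreatment; 18-22 h compound pretreatment then 72 h with doxorubicin before readout; 0% = doxorubicin-only wells and 100% = vehicle-treated cells without doxorubicin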
NPY-Y2 antag = NPY-Y2 receptor antagonists, primary screen, cell-based; Neuropeptide Y receptor type 2 (Homo sapiens), P49146; inhibition, % at 2.7 µM; AID 793, 2007; 0.99% of 140,000 active; NPY-Y2 expressing cells, antagonist mode; in the data active = inhibition above about 17%;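 note: 0% = vehicle with agonist challenge and 100% = reference antagonist with challenge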
Target sequence (P49146 whole entry, looked up): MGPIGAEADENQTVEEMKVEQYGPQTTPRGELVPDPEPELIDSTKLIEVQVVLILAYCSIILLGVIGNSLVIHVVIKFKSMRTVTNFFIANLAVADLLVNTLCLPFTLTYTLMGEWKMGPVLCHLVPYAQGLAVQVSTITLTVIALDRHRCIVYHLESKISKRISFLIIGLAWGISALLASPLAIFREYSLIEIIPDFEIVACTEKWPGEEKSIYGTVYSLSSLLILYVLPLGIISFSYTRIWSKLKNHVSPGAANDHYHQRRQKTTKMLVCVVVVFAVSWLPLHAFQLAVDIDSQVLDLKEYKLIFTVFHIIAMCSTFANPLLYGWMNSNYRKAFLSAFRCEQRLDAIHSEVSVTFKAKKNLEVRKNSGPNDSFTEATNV
E-sel TNF inh = E-selectin induction blockers in HUVEC – imaging, immunofluorescence, high content, primary screen | HUVEC TNFa-induced E-selectin immunofluorescence | inhibition, % at 2 µM | 0.71% of 120,000 active | AID 1246, 2008;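 active = inhibition above the batch mean plus 3 SD, and confirmed as a hit on visual image review, cut at about 43% in these data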;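 note: 0% = TNF-stimulated DMSO wells and 100% = unstimulated control wells; not every result past the cut was called active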
Yeast life ext = compounds extending yeast replicative lifespan, primary screen, S. cerevisiae, OD615 | S. cerevisiae growth with nicotinamide; deaD strain in restrictive glucose medium | inhibition of the nicotinamide effect, % at 10 µM | 0.68% of 130,000 active | AID 775, 2007;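 active = inhibition above a set limit, placed 3 SD over the median of all compounds, cut at about 26% in these data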;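 note: 0% = nicotinamide-treated wells and 100% = cells grown without nicotinamide; some compounds called inactive have numbers as strong as hits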
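Test system – modified budding yeast, DeaD strain · Compound – single dose 10 µM compound, 0.25% DMSO · Times – culture preincubation 4 h, compound exposure 48 h, both 30 °C · Detection – optical density (absorbance) at 615 nm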
* marks the source's active call; other numbers are inactive results; · = not tested or not shown.

SMILES	Phagocyt inh	Measles CPE	Yeast growth inh	HCT116 bCat-KO	GALR2 antag	PTEN del growth	MRP1 act	NPY-Y2 antag	E-sel TNF inh	Yeast life ext
CN1/C(=C/C2CC(=O)N(c3ccc([N+](=O)[O-])cc3)C2=O)C(C)(C)c2ccccc21 (stereo not given)	0	6	-19	87	3	93	-0.3	-1	·	-9
CCOc1ncccc1C(=O)OCC(=O)Nc1ccc(S(=O)(=O)N2CCOCC2)cc1	-6	7	8	87	-1	96	-1.6	0	3	-1
O=C(CN(Cc1ccco1)C(=O)CNS(=O)(=O)c1ccc(Cl)cc1)NC1CCCCC1	0	6	5	101	6	91	-1.7	-1	-30	-7
COc1ccc(C2C(C(N)=O)=C(C)Nc3ncnn32)cc1 (stereo not given)	·	4	19	94	7	103	0.3	0	-24	-4
COc1cc(/C=C(\C#N)C(=O)Nc2cc(C(F)(F)F)ccc2Cl)ccc1OCC(=O)Nc1cccc(C(F)(F)F)c1	·	21	-32	68	-6	58	-4.0	2	·	4
COC(=O)c1c(C(C)=O)cnc2ccc(Br)cc12	-2	14	-15	95	-2	93	-1.5	5	-32	0
COc1ccc(N2CCN(c3oc(Cc4ccccc4)nc3C#N)CC2)cc1	·	18	-27	64	0	60	-4.2	16	-2	-24
CN(C)c1ccc(/C=C2\SC(=O)N(CC(O)Cn3c4ccccc4c4ccccc43)C2=O)cc1 (stereo not given)	-9	17	-32	63	-5	72	-3.1	21*	·	1
O=C(CSc1nnc(-c2cccnc2)n1Cc1ccco1)c1ccccc1	-1	2	-53	87	8	87	-2.5	1	-39	0
CCOC(=O)C1CCCN(C(=O)CS(=O)(=O)Cc2ccccc2)C1 (stereo not given)	0	4	-14	85	12	86	-1.1	2	-2	-5
CCn1c(SCc2nc3ccccc3[nH]2)nnc1-c1ccncc1	-1	18	-30	95	12	99	-0.5	1	-1	-6
Cc1nc(SCC(=O)c2cccs2)c2oc3ccccc3c2n1	0	7	-43	84	-8	81	-0.1	5	12	-10
O=C(NC1CCCCC1)c1sc(=S)n2c1[nH]c(=O)c1ccccc12	2	7	-14	90	9	80	-4.7	0	0	4
Cc1ccc(C)c(N(CC(=O)NCCC2=CCCCC2)S(C)(=O)=O)c1	-1	4	-26	88	-10	93	-3.0	3	-32	-2
CCc1cc(OCCN2C(=O)NC(C)(C)C2=O)ccc1Cl	0	18	-4	96	2	82	-1.8	2	17	-7
O=C(Nc1ccc(Cl)c(Cl)c1)OCCNC(=O)c1cccc(Cl)c1	0	7	-12	56	5	59	0.4	2	-15	-9
COc1ccc2c(c1)Sc1ccccc1N2CCN(C)C	·	12	-34	78	0	69	-1.4	4	-16	-9
CCSC(C)CC1C/C(=N/O)c2c(CC)noc2C1 (stereo not given)	-5	6	-30	72	2	67	2.1	8	14	-1
COc1ccc(C)cc1NCc1cccc(OC)c1OC	0	15	16	106	-10	88	-0.7	7	-7	-15
Cc1ccc(C(=O)Nc2ccc(Cl)cc2C(F)(F)F)c(Cl)c1	-13	1	-16	73	1	70	-0.4	4	·	-1
CCSc1nc(C2CC2)cc(-c2ccco2)c1C#N	-3	3	-32	79	10	94	-0.5	5	17	-17
CCCN(Cc1ccccc1)C(=O)Nc1ccc2c(c1)nnn2C	-2	4	-28	79	-9	94	-0.8	0	1	-10
COC(=O)Cc1[nH]nc2c1C(c1c[nH]c3ccccc13)C(C#N)=C(N)O2 (stereo not given)	0	13	-2	86	0	95	-1.6	0	1	-13
CSc1ccccc1-c1nnc(-c2ccc(Cl)cc2)o1	1	3	-43	86	14	79	-3.9	9	-41	-18
COc1ccc(OC)c(C(=O)CSc2nccc(-c3ccc(Br)cc3)n2)c1	-1	24	-18	87	-14	84	2.6	6	·	-5
Following part.
SMILES	Phagocyt inh	Measles CPE	Yeast growth inh	HCT116 bCat-KO	GALR2 antag	PTEN del growth	MRP1 act	NPY-Y2 antag	E-sel TNF inh	Yeast life ext
CC1(C)Oc2ccc3ccc(=O)oc3c2-c2cnoc21	0	9	-7	98	-10	98	-3.4	3	-10	-10
CC(=O)c1cc2c(cc1NC(=O)C1CC1)OCO2	·	6	-22	94	0	97	-1.3	4	-34	·
OC(CN1CCOCC1)CN1CCOCC1	0	24	-33	95	4	99	-0.5	4	-24	3
Cn1c(=O)c2c(nc(SCCCO)n2Cc2ccccc2Cl)n(C)c1=O	0	9	-30	88	6	91	-4.3	-2	-4	-16
Clc1ccc(OCc2nnc3n2N=C(c2ccc4c(c2)OCCO4)CS3)c(Cl)c1	0	10	-50	27	10	27	-0.8	9	-9	3
c1ccc(C(c2nnnn2C2CCCC2)N2CCN(c3nc4ccccc4s3)CC2)cc1 (stereo not given)	·	6	-36	80	-8	84	-2.6	3	-2	·
CCC1C/C(=C\c2cccnc2)C(=O)/C(=C/c2cccnc2)C1 (stereo not given)	-4	1	-13	2.2*	36*	1.5*	-4.7	3	·	84*
CCC(C)C(Nc1ccc(C(=O)OC)cc1[N+](=O)[O-])C(=O)OC (stereo not given)	·	4	-18	108	-12	98	-1.1	7	-14	1
Cc1cccc(NS(=O)(=O)c2cc(C(=O)NCCC3=CCCCC3)ccc2Cl)c1	1	22	-19	44	-10	43	-4.2	9	-53	-7
COC(=O)Cc1ccc(NC(=S)NCCC(C)C)cc1	-4	11	-34	92	-4	84	-1.8	0	·	-2
Cc1cc(-c2n[nH]c(=S)n2/N=C/c2cccs2)n[nH]1	-6	16	-16	87	-10	87	-2.7	1	·	1
CC(C(=O)NC1=NCCS1)N1C(=O)C2CC=CCC2C1=O (stereo not given)	0	14	-61	97	-5	109	-0.1	-3	·	-8
Cc1nccn1CC(O)COc1ccccc1 (stereo not given)	·	7	-26	95	-3	89	-2.1	2	27	·
CCOP(=O)(c1ccc(N(C)C)cc1)C(O)c1cc(OC)c(OC)c(OC)c1 (stereo not given)	0	4	6	93	11	89	-1.5	0	-21	-5
CCOc1cccc(C(=O)Nc2cccc(-c3nc4ncccc4o3)c2C)c1	2	28	-56	92	1	98	-0.5	1	-3	-13
CC(=O)c1cccc(NC2c3ccccc3C(=O)N2Cc2ccc3c(c2)OCO3)c1 (stereo not given)	0	4	-21	83	-4	82	-1.6	8	-62	-6
COCCCn1c(=NC(=O)c2ccncc2)c(C#N)cc2c(=O)n3cccc(C)c3nc21	2	5	-17	92	-13	96	-4.5	1	-33	-23
COCCCNCC1C(Oc2ccc(Cl)cc2)C(=O)N1c1ccccc1C (stereo not given)	-6	10	-13	83	11	77	-1.1	5	·	7
COc1ccc(OC)c(NC(=O)c2c(NC(=O)CCC(=O)O)sc3c2CCCCC3)c1	-2	21	1	89	-2	87	-3.9	-2	2	-3
CC(=O)N1CCN(c2ccc(NCc3ccc(C(C)C)cc3)cc2)CC1	0	5	12	35	-2	52	-2.1	-3	7	-6
COc1cc2c(cc1OC)-c1nnc(C)n1C1(CCCC1)C2	0	17	-15	92	8	93	-0.9	5	·	-3
COc1ccc(OC)c(CN(CCN2CCOCC2)C(=O)Nc2ccccc2)c1	-3	1	-26	96	-1	97	-2.3	4	-26	2
CCOc1ccc(NC(=O)C2CCCN(C(=O)Nc3ccccc3)C2)cc1 (stereo not given)	·	6	-24	81	9	94	-2.9	3	17	·
Cc1ccc(Oc2ccc(OCC(=O)NC(C)C(=O)O)cc2)cc1 (stereo not given)	0	24	-47	96	4	106	0.2	5	-43	-8
Cc1cc(C(F)(F)F)n2ncc(C(=O)O)c2n1	0	14	5	99	·	104	1.0	·	·	-1
CN1CCN(CCCNC(=O)c2ccc(CSCc3cccc(Cl)c3)o2)CC1	·	5	18	97	0	106	-1.4	2	·	-6
CCOC(=O)c1c(NC(=O)CSc2nc3ccccc3s2)sc(C(C)=O)c1C	-4	3	-23	40	-12	51	-3.3	22*	-36	-20
CCNC(=O)CON=C1c2ccccc2-c2ccccc21	-6	7	4	90	4	90	-0.2	3	10	-6
c1ccc(C2C/C(=N\N3CCOCC3)c3ccccc3O2)cc1 (stereo not given)	-3	6	-34	80	-10	84	-3.7	0	-9	-4
CCn1c(SCC(=O)Nc2cc(C)on2)nnc1-c1ccc(S(=O)(=O)N2CCN(C)CC2)cc1	0	4	-29	79	-9	91	-2.5	0	22	-9

In the list so far, ten contain an aryl methoxy group.
SMILES	Phagocyt inh	Measles CPE	Yeast growth inh	HCT116 bCat-KO	GALR2 antag	PTEN del growth	MRP1 act	NPY-Y2 antag	E-sel TNF inh	Yeast life ext
COc1ccc(C2C(C(N)=O)=C(C)Nc3ncnn32)cc1 (stereo not given)	·	4	19	94	7	103	0.3	0	-24	-4
COc1cc(/C=C(\C#N)C(=O)Nc2cc(C(F)(F)F)ccc2Cl)ccc1OCC(=O)Nc1cccc(C(F)(F)F)c1	·	21	-32	68	-6	58	-4.0	2	·	4
COc1ccc(N2CCN(c3oc(Cc4ccccc4)nc3C#N)CC2)cc1	·	18	-27	64	0	60	-4.2	16	-2	-24
COc1ccc2c(c1)Sc1ccccc1N2CCN(C)C	·	12	-34	78	0	69	-1.4	4	-16	-9
COc1ccc(C)cc1NCc1cccc(OC)c1OC	0	15	16	106	-10	88	-0.7	7	-7	-15
COc1ccc(OC)c(C(=O)CSc2nccc(-c3ccc(Br)cc3)n2)c1	-1	24	-18	87	-14	84	2.6	6	·	-5
CCOP(=O)(c1ccc(N(C)C)cc1)C(O)c1cc(OC)c(OC)c(OC)c1 (stereo not given)	0	4	6	93	11	89	-1.5	0	-21	-5
COc1ccc(OC)c(NC(=O)c2c(NC(=O)CCC(=O)O)sc3c2CCCCC3)c1	-2	21	1	89	-2	87	-3.9	-2	2	-3
COc1cc2c(cc1OC)-c1nnc(C)n1C1(CCCC1)C2	0	17	-15	92	8	93	-0.9	5	·	-3
COc1ccc(OC)c(CN(CCN2CCOCC2)C(=O)Nc2ccccc2)c1	-3	1	-26	96	-1	97	-2.3	4	-26	2

Rows were taken by chance; about 6.1% have a hit in one of these screens.
